Screening results from PubChem BioAssay.
Hck Nef HTS = inhibitors of Nef-activated human Hck kinase, primary screen, biochemical, Z-Lyte FRET, 384-well, Hck-YEEI | Recombinant Hck-YEEI plus Nef, Z-Lyte FRET kinase assay | inhibition, % at 20 µM | hit rate 0.68% among 220,000 | AID 463187, 2010;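 active = Hck-Nef kinase inhibition above about 50%, limit read from the data; inactive = inhibition below that limit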;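 also: 0% = DMSO with Hck plus Nef and 100% = Hck alone without Nef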
thrombin 1536 = human alpha-thrombin inhibitors, primary screen, counter-screen for coagulation protease inhibitor project, biochemical, 1536-well, fluorogenic AMC substrate; Prothrombin (Homo sapiens), P00734; Boc-VPR-AMC fluorogenic substrate cleavage; inhibition, % at 5 µM; hit rate 0.26% among 220,000; AID 1046, 2008;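 active = inhibition at or above 40%; inactive = inhibition below 40%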;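 also: 0% = enzyme with no compound and 100% = wells without enzyme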
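Material: human alpha-thrombin protein. Incubation: reaction at ambient temperature. Technique: fluorescence of released AMC, ex 355 nm, em 460 nm. Control set: no-compound enzyme wells and no-enzyme blanks. Also added: Boc-VPR-AMC substrate, 15 µM final. Buffer or medium: pH 7.5 Tris (50 mM) with NaCl 150 mM, Tween 20 0.05%.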
FXIa inh 1536 = human FXIa protease inhibitors, primary screen, biochemical, 1536-well; Coagulation factor XI (Homo sapiens), P03951; purified FXIa, Boc-Glu-Ala-Arg-AMC fluorogenic substrate; inhibition, % at 5 µM; hit rate 0.14% among 220,000; AID 798, 2007;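 active = inhibition of at least 40%; inactive = inhibition below 40%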;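 also: fluorescence of freed AMC excited at 355 nm; 0% = enzyme without compound and 100% = no enzyme blank; many of its hits are not listed in these tables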
Target sequence (P03951 19-387 limits assumed): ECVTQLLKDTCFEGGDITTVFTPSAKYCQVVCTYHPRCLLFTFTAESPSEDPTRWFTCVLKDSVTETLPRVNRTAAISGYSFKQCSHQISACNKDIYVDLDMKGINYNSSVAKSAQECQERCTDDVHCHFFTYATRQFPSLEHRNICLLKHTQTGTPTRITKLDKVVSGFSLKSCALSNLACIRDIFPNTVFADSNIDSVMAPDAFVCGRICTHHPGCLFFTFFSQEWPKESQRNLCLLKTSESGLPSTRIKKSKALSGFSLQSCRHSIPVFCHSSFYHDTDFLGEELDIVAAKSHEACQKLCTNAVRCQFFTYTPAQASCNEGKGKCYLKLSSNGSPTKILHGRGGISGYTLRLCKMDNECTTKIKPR
Target sequence (P03951 388-625 limits assumed): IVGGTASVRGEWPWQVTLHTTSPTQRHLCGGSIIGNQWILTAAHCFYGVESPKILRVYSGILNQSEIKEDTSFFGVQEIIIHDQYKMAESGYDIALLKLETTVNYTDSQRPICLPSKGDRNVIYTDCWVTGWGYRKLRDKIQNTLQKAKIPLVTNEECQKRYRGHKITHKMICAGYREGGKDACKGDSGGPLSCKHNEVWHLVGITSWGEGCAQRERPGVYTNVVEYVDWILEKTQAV
Runt-SMMHC FRET = inhibitors of RUNX1 Runt–CBFb-SMMHC binding, primary screen, biochemical, FRET, Cerulean-Runt, Venus-CBFb-SMMHC, uHTS. Runt-related transcription factor 1 (Homo sapiens) + Core-binding factor subunit beta …. Cerulean-Runt/Venus-CBFb-SMMHC FRET ratio 530/480, 1 h. inhibition, % at 20 µM. hit rate 0.74% among 220,000;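 active = mean inhibition across duplicate retests at 20 µM reaching about 50%, limit read from the data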;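 also: 0% = DMSO wells and 100% = wells with excess untagged CBFb-SMMHC; inhibitors lower the FRET ratio by blocking Runt binding to CBFb-SMMHC; some results filed as inactive read as strong as hits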
FXIIa inh = human FXIIa protease inhibitors, primary screen, biochemical, 1536-well; AID 800, 2007; purified FXIIa, Boc-QGR-AMC fluorogenic substrate, 2 h; hit rate 0.3% among 220,000; Coagulation factor XII (Homo sapiens), P00748; inhibition, % at 5 µM; in the data active = inhibition above about 40%;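 also: 0% = enzyme with no compound and 100% = blank without enzyme; many of its hits are not listed in these tables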
14-3-3 Bad PPI = inhibitors of 14-3-3 zeta/Bad binding, primary screen, biochemical, TR-FRET, bovine 14-3-3 zeta; inhibition, % at 21.7 µM; 14-3-3 protein zeta/delta (Bos taurus), P63103; AID 781, 2007; TR-FRET 14-3-3zeta/Dy647-pBad peptide displacement, 1 h; hit rate 0.71% among 220,000;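 active = inhibition above about 70%, limit read from the data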;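 also: 0% = full 14-3-3 plus peptide FRET controls and 100% = background without 14-3-3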
Target sequence (P63103 whole entry, looked up): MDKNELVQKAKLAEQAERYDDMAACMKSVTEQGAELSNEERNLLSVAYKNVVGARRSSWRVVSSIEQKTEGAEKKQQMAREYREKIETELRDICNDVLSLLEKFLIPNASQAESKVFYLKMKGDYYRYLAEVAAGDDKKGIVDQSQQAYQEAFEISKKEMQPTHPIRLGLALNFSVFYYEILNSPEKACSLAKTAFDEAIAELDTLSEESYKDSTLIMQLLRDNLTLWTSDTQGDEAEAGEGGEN
Wee1 degr inh = Wee1 degradation inhibitors, primary screen, cell-based, HeLa, Wee1K328M-luciferase, luminescence | Wee1-like protein kinase (Homo sapiens), P30291 | HeLa Luc-Wee1K328M stability; 100% = proteasome inhibitor MG132 effect | reporter increase, % at 5 µM | hit rate 1.2% among 220,000;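 active = activation above the mean of all tested compounds plus 3 SD, set per screening run, cut at about 8.8% in these data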;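 also: cells exposed to compound for 20 h before luminescence read; 0% = DMSO alone and 100% = MG132 at 30 µM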
hK5 inh = human KLK5 protease inhibitors, primary screen, biochemical, 1536-well; recombinant hK5, fluorogenic AMC substrate cleavage; hit rate 0.59% among 210,000; Kallikrein-5 (Homo sapiens), Q9Y337; inhibition, % at 5 µM;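 active = inhibition of 40% or more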;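 also: 0% = enzyme controls without compound and 100% = no-enzyme blanks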
Target sequence (Q9Y337 67-293 limits assumed): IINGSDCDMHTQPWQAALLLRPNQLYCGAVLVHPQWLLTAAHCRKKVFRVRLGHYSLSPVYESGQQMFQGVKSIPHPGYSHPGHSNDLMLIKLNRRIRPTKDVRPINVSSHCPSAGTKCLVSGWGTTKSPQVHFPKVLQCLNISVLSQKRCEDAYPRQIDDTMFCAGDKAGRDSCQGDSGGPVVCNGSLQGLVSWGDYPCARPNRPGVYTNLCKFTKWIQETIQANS
Runt-CBFb FRET = inhibitors of RUNX1 Runt–CBFb binding, primary screen, biochemical, FRET, Cerulean-Runt, Venus-CBFb, uHTS. AID 1496, 2009. inhibition, % at 20 µM. Cerulean-Runt/Venus-CBFb FRET ratio 530/480, 1 h. hit rate 0.46% among 220,000. Runt-related transcription factor 1 (Homo sapiens) + Core-binding factor subunit beta …;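 active = inhibition over about 50% at 20 µM in the single-dose screen, limit read from the data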;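 also: 0% = DMSO wells and 100% = excess unlabeled CBFb competitor control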
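Doses: 20 µM compound in 1% DMSO | Material: Cerulean-labeled Runt domain protein | Amount: Each fluorescent fusion protein 100 nM | Schedule: Two 1 h room-temperature incubations shielded from light | Measured by: FRET fluorescence | Evaluation: Loss of energy transfer signal | Controls: Unlabeled CBFb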
* = called active by the depositor; nt = not tested or not shown; [ ] = remark or other dose. The order is random; about 4.2% have a hit in one of these screens.

SMILES | Hck Nef HTS | thrombin 1536 | FXIa inh 1536 | Runt-SMMHC FRET | FXIIa inh | 14-3-3 Bad PPI | Wee1 degr inh | hK5 inh | Runt-CBFb FRET
CCN1C(=O)c2cccc3c(S(=O)(=O)NCC4CCCO4)ccc1c23 (stereo not given) | -14 | -2 | -1 | 81 | -1 | 6 | 1 | -3 | -22
CCn1c(=N)n(CCOc2ccc(OC)cc2)c2ccccc21 | 1 | -3 | -2 | -1 | -1 | -2 | 0 | 0 | -2
CCOC(=O)c1c(C)c(C(=O)N(C)C2CCCCC2)c(C)n1C | -2 | 1 | -16 | -1 | 14 | -1 | 4 | 4 | 0
Cc1ccc(C2C(C#N)=C(N)Oc3cc4c(cc32)OCO4)cc1 (stereo not given) | 5 | -14 | -7 | 33 | -8 | 3 | 1 | -1 | 24
COc1ccc(-c2nc3ccccc3c(=O)n2CCCn2ccnc2)cc1 | -9 | 1 | 4 | 1 | 14 | 11 | 0 | -20 | 0
CC(=O)OC(COc1cccc(C)c1)Cn1cnc2ccccc21 (stereo not given) | 21 | -3 | -1 | -2 | 10 | 1 | -1 | 0 | -3
Cc1cccc(C)c1N1C(=O)C2ON(c3ccccc3)C(c3ccncc3)C2C1=O (stereo not given) | 0 | -7 | 6 | -4 | 6 | 13 | 1 | -16 | -4
O=C1CCC/C1=C\c1ccccc1 | -6 | -11 | -2 | 0 | -2 | -6 | -1 | -7 | 0
Cc1c(Br)cc(-c2nnco2)cc1Br | -1 | -1 | 6 | 1 | 11 | 0 | -2 | -6 | -2
CCCC(=O)OCC(=O)Nc1ccccc1Sc1ccccc1 | 4 | -5 | 3 | -2 | 13 | 5 | -1 | -6 | 19
COc1ccc(S(=O)(=O)N2CCC(C(=O)N3CCOCC3)CC2)cc1OC | 2 | 3 | 2 | -1 | 2 | 7[fluorescence artefact?] | -1 | -6 | 0
CN1C(=O)/C(=C\c2ccccc2)Sc2ccc(C(=O)N3CCN(c4ccccn4)CC3)cc21 | 0 | 3 | 8 | -10 | 13 | 4[fluorescence artefact?] | -1 | -10 | -7
CCCc1ccc(Oc2cn[nH]c2-c2ccc(O)cc2O)cc1 | 2 | 6 | 5 | 4 | 14 | 7 | 6 | -14 | -1
C=CCNC(=O)c1ccc(S(=O)(=O)CC)c(Cl)c1Cl | -6 | 3 | 2 | 2 | 8 | -6 | 1 | -7 | -1
COc1ccc2[nH]c(=O)c(CN(CCO)C(=O)c3cccs3)cc2c1 | 0 | -1 | -2 | -6 | 8 | 35 | 0 | -1 | 3
O=C(Nn1c(-c2ccc(Br)cc2)nc2ccccc2c1=O)c1ccc([N+](=O)[O-])cc1 | 3 | -2 | -2 | 3 | 2 | -25[fluorescence artefact?] | 0 | -17 | -1
Cc1onc(-c2ccccc2Cl)c1C(=O)Nc1ccc(CN2CCCC2)cc1 | 1 | 6 | 7 | 0 | 17 | 1 | 3 | -3 | -1
CC1(C)Cc2c(C#N)c(N)n(-c3ccccc3)c(=S)c2CO1 | 19 | -4 | -3 | 3 | -1 | -3 | 3 | -2 | 4
O=C(NCc1ccccn1)C1CCC(CNS(=O)(=O)c2cccc3nsnc23)CC1 (stereo not given) | 5 | 6 | -1 | 0 | 12 | 2 | 0 | 2 | -1
FC(F)(F)c1ccc(NC2=NCCC2)cc1 | -2 | 0 | -4 | 3 | 3 | -13 | 0 | -10 | nt

Already shown: 9 of the compounds above.
SMILES | Hck Nef HTS | thrombin 1536 | FXIa inh 1536 | Runt-SMMHC FRET | FXIIa inh | 14-3-3 Bad PPI | Wee1 degr inh | hK5 inh | Runt-CBFb FRET
CN1C(=O)/C(=C\c2ccccc2)Sc2ccc(C(=O)N3CCN(c4ccccn4)CC3)cc21 | 0 | 3 | 8 | -10 | 13 | 4[fluorescence artefact?] | -1 | -10 | -7
CCCc1ccc(Oc2cn[nH]c2-c2ccc(O)cc2O)cc1 | 2 | 6 | 5 | 4 | 14 | 7 | 6 | -14 | -1
C=CCNC(=O)c1ccc(S(=O)(=O)CC)c(Cl)c1Cl | -6 | 3 | 2 | 2 | 8 | -6 | 1 | -7 | -1
COc1ccc2[nH]c(=O)c(CN(CCO)C(=O)c3cccs3)cc2c1 | 0 | -1 | -2 | -6 | 8 | 35 | 0 | -1 | 3
O=C(Nn1c(-c2ccc(Br)cc2)nc2ccccc2c1=O)c1ccc([N+](=O)[O-])cc1 | 3 | -2 | -2 | 3 | 2 | -25[fluorescence artefact?] | 0 | -17 | -1
Cc1onc(-c2ccccc2Cl)c1C(=O)Nc1ccc(CN2CCCC2)cc1 | 1 | 6 | 7 | 0 | 17 | 1 | 3 | -3 | -1
CC1(C)Cc2c(C#N)c(N)n(-c3ccccc3)c(=S)c2CO1 | 19 | -4 | -3 | 3 | -1 | -3 | 3 | -2 | 4
O=C(NCc1ccccn1)C1CCC(CNS(=O)(=O)c2cccc3nsnc23)CC1 (stereo not given) | 5 | 6 | -1 | 0 | 12 | 2 | 0 | 2 | -1
FC(F)(F)c1ccc(NC2=NCCC2)cc1 | -2 | 0 | -4 | 3 | 3 | -13 | 0 | -10 | nt

(continued)
SMILES | Hck Nef HTS | thrombin 1536 | FXIa inh 1536 | Runt-SMMHC FRET | FXIIa inh | 14-3-3 Bad PPI | Wee1 degr inh | hK5 inh | Runt-CBFb FRET
COc1cc(NC2=CC(=O)CC(C)(C)C2)cc(OC)c1OC | 1 | 1 | 1 | 3 | 7 | -13 | -2 | 2 | -3
CC(=O)NC1C(=O)N=C(SCC(=O)NCc2ccccc2)NC1=O (stereo not given) | -5 | 2 | 8 | -3 | 12 | 7[fluorescence artefact?] | -1 | 16 | 5
CCCN1CCC(=O)N([C@H](CSc2ccc(OC)cc2)CC(C)C)CC1 | 26 | -5 | -3 | 2 | 2 | -6 | nt | 0 | 3
COc1ccc(NC(=S)Nc2ccc3snnc3c2)cc1 | 24 | -12 | -6 | 29 | 5 | -13 | -1 | -2 | 43
O=C(COc1ncnc2ccccc12)NCCCN1CCCC1=O | 1 | -4 | -3 | 3 | -5 | -6[fluorescence artefact?] | -1 | 0 | 1
COc1cc2[nH]c(=O)n3nc(-c4ccccc4)nc3c2cc1OC | -2 | -1 | 0 | 1 | -2 | 18 | -3 | -25 | 1
CCOC(=O)Cn1c(CN2CCN(c3cccc(Cl)c3)CC2)nc2c1c(=O)[nH]c(=O)n2C | 20 | 0 | 10 | -1 | 12 | 3 | -1 | -8 | -3
CSc1cc(-c2ccccc2)[nH]c(=O)c1C#N | -2 | -3 | -2 | -2 | 4 | -5 | -3 | -5 | 0
CN(Cc1cccc(Cl)c1Cl)c1ccc(S(=O)(=O)N2CCCCC2)cc1[N+](=O)[O-] | 2 | -2 | 26 | -2 | 28 | -8 | 0 | -21 | 2
CCOc1c2ccc(C(=O)NCCc3cccs3)cc2nn1CC | 2 | -2 | 0 | -3 | 9 | 22 | 0 | -34 | nt
O=C(Nc1ccc2c(c1)OCCO2)c1ccc(CN2CCOCC2)cc1 | -1 | -6 | -2 | 3 | 1 | 2 | 4 | -1 | 2
COc1ccccc1C(=O)N/N=C/c1cnc2ccccc2n1 | -20 | -3 | -4 | 1 | 2 | -1[fluorescence artefact?] | 0 | -9 | -1
C/C(=N\Nc1cccc([N+](=O)[O-])c1)c1ccccc1O | 9 | 1 | 5 | 0 | 13 | -5 | 3 | nt | -2
CCN(CC)S(=O)(=O)c1cccc(C(=O)N/N=C/c2ccc(O)c(O)c2O)c1 | 0 | -2 | 3 | 25 | 11 | -10 | -2 | -185 | 43
CC(C)(C)NC(=S)NNC(=O)[C@H]1C[C@@H]1c1ccccc1 | 2 | -5 | -1 | -1 | 5 | -9 | 2 | -15 | -1
COc1ccc(N2C(=O)CC(N(CCc3ccc(S(N)(=O)=O)cc3)C(=S)Nc3ccccc3)C2=O)cc1 (stereo not given) | 8 | 0 | 0 | 2 | 8 | 3 | -2 | 2 | 1
CCOC(=O)c1c(C)oc2ccc(O)c(CN3CCCCC3)c12 | 0 | 0 | -4 | -4 | 16 | 1 | -1 | 5 | 0
COc1ccccc1N1CC(C(=O)OCC(=O)c2ccc(F)cc2)CC1=O (stereo not given) | 9 | 0 | 3 | -4 | 8 | -6[fluorescence artefact?] | 2 | -5 | -2
CCOC(=O)N1CCN(S(=O)(=O)c2ccc(C(=O)Nc3sc4c(c3C#N)CCC4)cc2)CC1 | 3 | 1 | 5 | -7 | 11 | 4 | -1 | 14 | -5
N#CC1=C(N)OC2=C(C(=O)CCC2)C12CCC1(CC2)OCCO1 | 1 | -2 | -10 | -2 | 13 | -9[fluorescence artefact?] | -1 | -3 | 0
CC1Sc2ccccc2N(CC(=O)N(C(C)C)C(C)C)C1=O (stereo not given) | 0 | 0 | -3 | 0 | 5 | -17 | -3 | -8 | 0
CCO[C@H]1OC(C(=O)NCc2ccccc2)=C[C@@H](c2ccccc2)[C@@H]1CCCO | 5 | -1 | 5 | -1 | 11 | 0 | -2 | 2 | -1
CNC(=S)N1N=C(c2ccc(C)cc2)CC1c1cc(OC)ccc1OC (stereo not given) | -22 | -1 | -2 | -1 | 3 | -6 | 0 | -6 | -2
Cc1cc(Cl)c(S(=O)(=O)N2CCSCC2)cc1OCC(=O)NC1CCCCC1 | -13 | -12 | 4 | 3 | 7 | 0 | -1 | -16 | 1
COc1ccc(C(=O)NCC(=O)N/N=C/c2ccc([N+](=O)[O-])o2)cc1OC | 7 | -4 | -2 | -1 | 7 | 3 | -1 | -2 | 25
C=CCn1c2ccccc2c2nnc(SCC(=O)Nc3c(C)n(C)n(-c4ccccc4)c3=O)nc21 | 0 | -5 | 1 | -1 | -2 | 0 | -3 | -3 | 0
CCOP(=O)(c1ccc(N(C)C)cc1)C(O)c1ccccc1OC (stereo not given) | 0 | 2 | 2 | -3 | 0 | 2 | -1 | -4 | 0
O=C(Nc1cccc([N+](=O)[O-])c1)c1[nH]ncc1Cl | 2 | -6 | 8 | -3 | 18 | -13[fluorescence artefact?] | 0 | -16 | -2

Ordered by the number under FXIa inh 1536 (largest number first): three from the list above
mol,FXIa inh 1536
CCO[C@H]1OC(C(=O)NCc2ccccc2)=C[C@@H](c2ccccc2)[C@@H]1CCCO,5
Cc1cc(Cl)c(S(=O)(=O)N2CCSCC2)cc1OCC(=O)NC1CCCCC1,4
C=CCn1c2ccccc2c2nnc(SCC(=O)Nc3c(C)n(C)n(-c4ccccc4)c3=O)nc21,1
